# pCIP destab – lowers stability of the mouse p/CIP coactivator protein | AID 1984 | decrease of EGFP signal, % at 10 µM | Q05BA5 | 290,000 tested, 0.01% active | F442A p/CIP-EGFP cells, EGFP fluorescence, 16 h;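 active means EGFP signal decrease of at least 30% at 10 µM or well 3 SD below plate mean, unless failing retest; inactive means the rest, including hits failing retest or dose response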; further: some compounds called inactive have numbers as strong as hits; many of its hits are not listed in these tables
# NS3 helicase inh – blocks Hepatitis C virus NS3 helicase unwinding; NS3 helicase DNA unwinding, Cy5 molecular beacon fluorescence; inhibition, % at 10.9 µM; 290,000 tested, 0.56% active;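 active means inhibition above the mean of all tested compounds plus 3 SD, set per campaign, cut at about 35% in these data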;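 further: 0% = DMSO wells and 100% = thioflavine S control wells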
#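 System: Hepatitis C virus NS3 helicase domain fragment enzyme | Reagent: Annealed dual-labelled DNA beacon duplex, ATP-started | Compound dosing: 10.9 µM single point, 0.8% DMSO | Incubation: 1 h reaction at 25 °C, ATP-initiated | Technique: Cy5 fluorescence | Evaluation: Percent inhibition from t60/t0 fluorescence ratio | Benchmarks: Low DMSO, high thioflavine S at 110 µM | Replication: Singlicate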
# IDE act – boosts human insulin-degrading enzyme activity in HEK cells; FAbeta-B cleavage, fluorescence polarization; 0% vehicle, 100% cell-free pure enzyme wells; 340,000 tested, 0.073% active; P14735; activation, % at 5.96 µM;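 active means activation above the mean of all tested compounds plus 3 SD, set per screening campaign, cut at about 17% in these data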
# IMP-1 inhibitor – inhibitors of Pseudomonas aeruginosa IMP-1 metallo-beta-lactamase. purified IMP-1, nitrocefin hydrolysis, epi-absorbance fluorescence. inhibition, % at 5.6 µM. 290,000 tested, 0.45% active. AID 1556;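 active means inhibition above the mean plus 3 SD of all compounds in the same screening run, cut at about 4.5% in these data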;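 further: 0% = IMP-1 with DMSO and 100% = DMSO wells lacking enzyme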
#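 System – purified recombinant IMP-1 beta-lactamase · Input – IMP-1 dispensed at 0.2 nM · Timing – 15 min preincubation plus 25 min reaction at 25 °C · Signal – Epi-absorbance fluorescence, 480 nm excitation, 530 nm emission · Measure – percent IMP-1 inhibition derived from blank-referenced optical density · Controls – Enzyme-plus-DMSO low control, enzyme-free DMSO high control · Replication – singlicate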
# PHOSPHO1 inh – blocks human PHOSPHO1 phosphatase activity; Q8TCT1; recombinant PHOSPHO1, absorbance phosphatase assay; inhibition, % at 13.3 µM; 290,000 tested, 1.1% active; in the data active means inhibition above about 60%
# Target sequence (Q8TCT1 whole entry, looked up): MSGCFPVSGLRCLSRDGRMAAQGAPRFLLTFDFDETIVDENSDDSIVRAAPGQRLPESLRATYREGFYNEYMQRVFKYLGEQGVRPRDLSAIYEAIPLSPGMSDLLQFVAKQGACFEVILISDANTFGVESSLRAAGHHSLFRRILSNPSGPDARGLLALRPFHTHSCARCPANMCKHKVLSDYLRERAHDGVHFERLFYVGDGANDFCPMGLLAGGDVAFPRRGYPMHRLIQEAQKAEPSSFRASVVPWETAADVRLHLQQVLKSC
# FID counter – counter-screen for HCV NS3 helicase inhibitors: DNA intercalator displacement; AID 1845; inhibition, % at 7.9 µM; 290,000 tested, 0.17% active; DNA fluorescent intercalator displacement, fluorescence; in the data active means inhibition above about 37%;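 further: 0% = vehicle and 100% = reference compound; higher means more ethidium bromide displaced from hairpin DNA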
# VIM-2 inhibitor – inhibitors of Pseudomonas aeruginosa VIM-2 metallo-beta-lactamase; purified VIM-2, nitrocefin hydrolysis, epi-absorbance fluorescence; inhibition, % at 5.6 µM; 290,000 tested, 0.89% active;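 active means inhibition above the mean of all tested compounds plus 3 SD, cutoff set per screening run, cut at about 7.5% in these data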;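 further: red hydrolysis product quenches plate fluorescence so inhibitors raise well fluorescence; 0% = enzyme with DMSO and 100% = DMSO without enzyme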
# UBC9 SUMO inh – SUMOylation inhibition; inhibition, % at 35 µM; 290,000 tested, 0.36% active; HTRF SUMOylation assay, SAE1/SAE2 + UBC9, in vitro; P63279; in the data active means inhibition above about 50%, passing the limit was not always enough; further: strong numbers were not always called active
# Target sequence (P63279 whole entry, looked up): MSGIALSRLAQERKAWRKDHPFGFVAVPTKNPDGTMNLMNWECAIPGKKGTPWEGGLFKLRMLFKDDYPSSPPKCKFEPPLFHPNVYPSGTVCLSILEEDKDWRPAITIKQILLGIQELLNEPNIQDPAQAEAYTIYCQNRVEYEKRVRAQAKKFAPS
# MEKK3 PB1 HTS – raises or lowers MEK5 binding to the human MEKK3 PB1 domain. Q99759. bead-based flow cytometry, Alexa488-MEK5 binding to MEKK3; actives lie on both sides; 0 = blocked by unlabeled MEK5, 100 = vehicle. binding response (% of control), % at 10 µM. 290,000 tested, 1.4% active;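 active means binding response more than 3 SD above or below the average of its plate-row segment, actives on both sides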;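 further: Alexa488 bead fluorescence after subtracting the streptavidin-only scavenger bead signal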
# Target sequence (Q99759 whole entry, looked up, the tested form may be a part): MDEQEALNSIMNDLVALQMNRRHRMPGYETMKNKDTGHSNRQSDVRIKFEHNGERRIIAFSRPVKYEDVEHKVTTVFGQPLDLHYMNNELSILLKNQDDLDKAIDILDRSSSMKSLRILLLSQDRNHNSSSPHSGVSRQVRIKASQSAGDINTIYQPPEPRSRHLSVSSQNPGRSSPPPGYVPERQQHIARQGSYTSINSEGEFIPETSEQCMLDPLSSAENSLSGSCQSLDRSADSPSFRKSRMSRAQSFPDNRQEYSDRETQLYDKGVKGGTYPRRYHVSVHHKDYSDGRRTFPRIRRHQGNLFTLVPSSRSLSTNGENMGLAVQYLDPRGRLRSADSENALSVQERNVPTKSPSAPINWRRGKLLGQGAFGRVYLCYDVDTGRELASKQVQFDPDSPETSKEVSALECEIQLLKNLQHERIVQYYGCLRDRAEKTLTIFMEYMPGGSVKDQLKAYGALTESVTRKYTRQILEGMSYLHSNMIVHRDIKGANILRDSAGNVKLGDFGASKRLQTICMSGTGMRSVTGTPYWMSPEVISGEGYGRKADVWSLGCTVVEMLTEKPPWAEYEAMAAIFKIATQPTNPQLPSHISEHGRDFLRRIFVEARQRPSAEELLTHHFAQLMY
# * hit, by the source's call; . = not tested or not shown.
SMILES,pCIP destab,NS3 helicase inh,IDE act,IMP-1 inhibitor,PHOSPHO1 inh,FID counter,VIM-2 inhibitor,UBC9 SUMO inh,MEKK3 PB1 HTS
Cc1c(C)n(C(=O)CSc2nc3ccccc3[nH]2)c2ccccc12,-4.2,2.8,2.0,-4.2,46.7,0.0,4.5,4.1,119.0
O=C(O)C1C2CCC(O2)C1C(=O)Nc1cccc(Cl)c1 (stereo unspecified),-2.3,4.6,7.2,-2.5,.,2.0,-2.1,7.5,101.0
COc1ccc(/C=C2/C(=O)N(c3c(F)c(F)c(F)c(F)c3F)N=C2C)cc1,6.4,24.3,1.7,1.2,49.6,-5.7,0.6,7.1,105.0
O=S(=O)(Nc1ccc(-n2cnnn2)cc1)c1ccc(F)c(F)c1F,5.2,-1.9,-4.5,-3.2,-37.9,-0.3,-2.7,1.2,109.0
O=C(O)C1C2CC2CN1C(=O)c1ccc(Cl)cc1Cl (stereo unspecified),-2.9,-10.6,.,-2.2,-9.5,-1.9,-1.4,-1.2,104.0
COc1cccc(CC(=O)Nc2ccccc2C(=O)N2CCOCC2)c1,7.4,7.2,6.0,-1.6,-25.0,0.9,-3.8,-14.8,104.0
COc1cc(NC(=S)NCCCN(C)C)c(OC)cc1NC(=O)c1ccco1,-12.7,1.5,1.9,-1.4,27.3,3.6,0.8,19.1,109.0
CCOC(=O)C1=C(O)CSC1=Nc1ccc(C)cc1,-5.3,-2.1,-0.1,-2.3,41.7,-8.9,-1.6,15.9,104.0
COc1cccc(N2C(=O)[C@H]3C(C(=O)c4cnccn4)=NN[C@H]3C2=O)c1,-0.2,4.5,.,-2.3,-4.9,-7.2,-2.2,-8.9,108.0
COc1cccc(NC(=O)CC2(CC(=O)O)CCCC2)c1,-11.5,5.0,2.6,-1.9,15.2,-8.5,-2.4,12.1,97.0
O=C(O)CCCC(=O)NCc1c(Cl)cccc1Sc1ccc(Cl)cc1,4.5,25.6,4.0,-0.1,3.3,-43.5,-1.0,-1.1,96.0
CCc1cccc(NS(=O)(=O)c2c(C)[nH]c(=O)[nH]c2=O)c1,-4.0,-5.2,1.7,-3.2,29.9,-5.0,-3.1,-5.8,104.0
CC1CCN(S(=O)(=O)c2cccc(C(=O)NC3CCCCC3)c2)CC1,-8.1,9.3,-0.5,-3.9,18.4,-35.2,-5.4,16.2,100.0
CCOC(=O)C1=C(C)NC(=O)NC1c1ccc(N(C)C)cc1 (stereo unspecified),6.6,-7.5,0.7,0.0,29.1,-0.2,-2.0,-16.5,106.0
O=C(Cc1ccc(Cl)cc1)NC1CCCN(Cc2ccccc2F)C1 (stereo unspecified),-5.6,-4.0,11.5,-2.9,2.8,-6.1,-1.2,2.8,103.0

# Looked up above:
# Under IDE act, `COc1cccc(NC(=O)CC2(CC(=O)O)CCCC2)c1` shows 2.6
# Under UBC9 SUMO inh, `O=C(O)C1C2CCC(O2)C1C(=O)Nc1cccc(Cl)c1` (stereo unspecified) shows 7.5

# (list continues)
SMILES,pCIP destab,NS3 helicase inh,IDE act,IMP-1 inhibitor,PHOSPHO1 inh,FID counter,VIM-2 inhibitor,UBC9 SUMO inh,MEKK3 PB1 HTS
CCOc1cc(C(=O)NC(C)COC)cc(OCC)c1OCC (stereo unspecified),3.7,10.5,-3.0,-2.1,-19.4,-15.5,-2.1,0.8,97.0
Cc1nn(CC(=O)NC(C)c2ccccc2)c(C)c1[N+](=O)[O-] (stereo unspecified),-10.6,-0.7,2.8,1.5,12.5,1.0,-4.9,19.4,94.0
COc1cccc(CNC(=O)c2ccc(NC(=O)C3=CSCCO3)cc2)c1,8.8,0.6,7.4,-2.3,20.7,-15.1,-0.2,-13.3,101.0
COc1cccc(C2SCC(=O)N2c2cccc(C)c2)c1OC (stereo unspecified),0.0,-4.9,-2.1,-2.6,-1.8,-10.0,-3.8,9.1,104.0
CCC(C)(C)n1nnnc1C(C(C)C)N1CCSCC1 (stereo unspecified),-9.4,7.0,1.5,-3.5,-4.4,-10.2,-2.9,9.7,100.0
C[C@H](NC(=O)OC(C)(C)C)c1nnc(SCC(N)=O)o1,3.4,3.1,5.2,-2.5,12.5,2.4,-2.4,-9.2,101.0
Cc1ccc(NS(=O)(=O)c2ccccc2[N+](=O)[O-])cc1C,7.9,0.9,-0.3,-2.4,-31.7,4.5,-0.8,1.0,98.0
Cc1ccc(Sc2nc(-c3ccccc3)ccc2C#N)cc1,8.3,1.6,2.5,-0.7,14.7,-0.2,-1.4,-16.4,102.0
CC(C)(C)c1nnc(NC(=O)c2ccc3c(c2)OCO3)s1,-27.7,8.2,7.1,-3.1,-94.8,-22.6,-3.0,8.5,97.0
CCOc1ccccc1C(=O)NCC(=O)OCCOc1cccc(Cl)c1,-4.2,-24.5,1.2,-1.7,-4.0,-20.9,-0.1,4.6,98.0
CCOc1ccc(/C=C/C2=NNC(=O)CC2)cc1,5.1,-5.8,-3.8,-1.6,39.4,-2.2,-1.1,9.6,95.0
COc1ccc(C(=O)COC(=O)CNC(=O)c2cccc(OC(F)F)c2)cc1,6.4,0.9,3.8,-1.4,28.3,-3.6,-1.7,-3.4,112.0
CCC(CC)C(=O)c1c[nH]c(C(=O)N2CCN(c3ccc(OC)cc3)CC2)c1,1.4,-5.0,4.4,-1.8,32.6,-27.0,-5.3,3.5,101.0
O=C(NCc1ccco1)C(c1cccs1)N(C(=O)C1COc2ccccc2O1)c1cccc(O)c1 (stereo unspecified),-9.3,-0.1,0.5,-0.3,7.1,-18.9,0.6,-6.4,103.0
CN(Cc1c(C(=O)N/N=C/c2cccs2)nnn1-c1nonc1N)c1ccccc1,-8.4,-9.7,4.2,-2.1,22.2,-27.5,-1.9,3.2,99.0

# Part of the list above, with bars between the fields:
Compound | pCIP destab | NS3 helicase inh | IDE act | IMP-1 inhibitor | PHOSPHO1 inh | FID counter | VIM-2 inhibitor | UBC9 SUMO inh | MEKK3 PB1 HTS
COc1cccc(C2SCC(=O)N2c2cccc(C)c2)c1OC (stereo unspecified) | 0.0 | -4.9 | -2.1 | -2.6 | -1.8 | -10.0 | -3.8 | 9.1 | 104.0
CCC(C)(C)n1nnnc1C(C(C)C)N1CCSCC1 (stereo unspecified) | -9.4 | 7.0 | 1.5 | -3.5 | -4.4 | -10.2 | -2.9 | 9.7 | 100.0
C[C@H](NC(=O)OC(C)(C)C)c1nnc(SCC(N)=O)o1 | 3.4 | 3.1 | 5.2 | -2.5 | 12.5 | 2.4 | -2.4 | -9.2 | 101.0

# Next records follow.
SMILES,pCIP destab,NS3 helicase inh,IDE act,IMP-1 inhibitor,PHOSPHO1 inh,FID counter,VIM-2 inhibitor,UBC9 SUMO inh,MEKK3 PB1 HTS
CCc1ccc(/C=C/c2c([N+](=O)[O-])c(=O)n(C)c(=O)n2C)cc1,0.3,5.0,3.0,-5.6,39.4,-19.2,-2.4,6.1,111.0
O=C(CNS(=O)(=O)c1ccccc1Br)OCC(=O)N1CCc2ccccc21,-5.9,-0.7,7.0,-2.3,2.7,-18.6,-0.4,-19.0,98.0
CCC(=O)N1CCc2cc(S(=O)(=O)Nc3ccccc3C)ccc21,5.3,-0.2,-5.8,-1.4,-37.3,-18.4,1.7,10.5,100.0
CC1CCN(CCCn2c(=S)[nH]c3ccc(N4CCOCC4)cc3c2=O)CC1,4.8,5.8,3.4,-0.9,-51.7,1.4,-3.7,55.6*,101.0
CCCCOC(=O)Nc1ccc(S(=O)(=O)Nc2ccc([N+](=O)[O-])cc2)cc1,10.4,-2.6,-6.3,-4.8,0.3,11.9,-2.9,-17.9,99.0
COc1ccc(NC(=O)CSc2ccc3c4c(cccc24)C(=O)c2ccccc2-3)cc1,-281.5,-3.0,-9.0,-1.4,-13.5,3.5,0.4,30.6,93.0
CCOc1ccc(-c2cc(C(=O)OC)nc3c2c(=O)n(C)c(=O)n3C)cc1,-12.2,7.6,2.7,-2.8,46.4,-4.6,-2.0,31.6,122.0
CCOc1ccccc1OCC(=O)Oc1ccc(C)c(C)c1,7.9,-10.1,1.7,-1.2,.,-26.4,-2.3,5.4,103.0
CCCCC1(C)NC(=S)N2N1C(=S)NC2(C)CCCC (stereo unspecified),7.8,-4.8,.,-6.3,45.9,3.5,-2.5,-3.8,100.0
Cc1cccc(C)c1Nc1c(-c2ccccn2)nc2ccccn12,-6.6,-10.1,2.7,-2.4,-35.7,4.4,-2.0,-10.3,113.0
Cc1ccc(NC(=O)CN2CCC(C(=O)c3ccc4c(c3)OCCO4)CC2)cc1,-5.2,-2.8,1.8,-6.3,21.0,-1.4,-2.6,16.0,96.0
O=C(Nc1ccccc1C(=O)Nc1ccncc1)c1ccccc1,5.3,9.7,-1.2,-1.3,-4.3,-3.5,2.8,3.4,98.0
COc1cc(CCC(=O)NNC(=O)c2ccc(Cl)cc2)cc(OC)c1OC,-11.5,2.5,3.0,-1.3,15.3,-12.2,0.1,18.0,103.0
CCOC(=O)c1ccc(N2C(=O)c3n[nH]c(C)c3C2c2ccccn2)cc1 (stereo unspecified),3.1,2.1,1.7,-3.5,-13.2,-16.9,-6.2,8.8,103.0
C[C@H](NC(=O)CCCn1nnc2ccccc2c1=O)C(=O)O,-5.5,23.0,6.0,-0.4,3.8,-4.2,-0.6,3.1,109.0
Cc1cccc(C(=O)NCC(=O)N2CCCC2)c1,9.0,0.7,-1.6,-1.4,24.0,-3.7,-0.5,-11.9,100.0
Cc1ccc(-n2c(NN)nc3ccccc3c2=O)c(C)c1,1.1,9.9,4.7,-5.8,0.1,-6.3,-4.8,0.1,86.0
COC(=O)[C@@H](Cc1c[nH]c2ccccc12)NC(=O)C1CCCN(S(=O)(=O)c2ccc(C)cc2)C1 (stereo partly specified),35.2,-1.0,1.6,-3.9,9.7,-44.9,-0.9,-14.4,94.0
Cc1ccc(-c2noc(CCCC(=O)NC3CCCCC3)n2)cc1,-22.5,0.2,0.5,1.8,10.2,-30.3,2.7,11.6,86.0
CN(C)CCCN(C(=O)c1ccc(C(=O)c2ccccc2)cc1)c1nc2cc3c(cc2s1)OCO3,0.2,-39.2,-0.8,-1.3,17.6,44.2*,0.2,11.3,109.0
C(=N\Nc1nc(-c2ccccn2)nc2ccccc12)/c1ccccc1,-9.3,-1.2,.,-2.6,-3.6,0.0,-3.4,-56.4,98.0
COc1ccc(OC)c(NC(=O)CN(Cc2ccccc2)S(C)(=O)=O)c1,-5.1,8.5,-2.1,-2.9,37.0,-16.2,-2.9,1.3,100.0
O=C(NCCC1=CCCCC1)c1ccc2c(c1)N(Cc1ccccc1)C(=O)CS2,-14.9,2.0,5.4,-3.6,4.1,-20.6,-3.3,-15.4,97.0
Cn1cccc1C(=O)OCC(=O)Nc1cccc(S(=O)(=O)N2CCOCC2)c1,-4.4,0.8,3.9,-0.4,8.3,-8.5,-0.1,11.5,97.0
CCCCCn1c(N)c(-c2nc3ccccc3s2)c2c([N+](=O)[O-])nn(CC)c(=O)c21,10.9,1.6,4.9,-2.8,21.0,2.2,-3.6,-10.7,102.0
CCOc1cc(/C=C2\SC(=S)N(NS(=O)(=O)c3ccccc3)C2=O)ccc1O,-38.6,-0.7,-36.3,-6.3,7.1,-14.4,-2.9,3.3,107.0
O=C(c1cccs1)N1CCN(CCCc2ccccc2)CC1,-9.9,1.3,0.6,-4.0,15.2,-4.4,-2.9,1.4,85.0

# An excerpt. The share of hits here may be higher or lower than overall.
